L3MBTL1 block = inhibitors of human L3MBTL1; Q9Y468; AlphaScreen L3MBTL1–H3K9me1 peptide binding; Potency, µM (doses to about 57.1 µM), without a hit: at the highest dose activity, negative = inhibition, usual class: inhibitors; 230,000 tested, 0.66% active; AID 485360; also: % is scaled to controls: 0 for no effect and ±100 for the full control effect; nearly all actives have a fitted effect of over 60% in size
Target sequence (Q9Y468 whole entry, looked up): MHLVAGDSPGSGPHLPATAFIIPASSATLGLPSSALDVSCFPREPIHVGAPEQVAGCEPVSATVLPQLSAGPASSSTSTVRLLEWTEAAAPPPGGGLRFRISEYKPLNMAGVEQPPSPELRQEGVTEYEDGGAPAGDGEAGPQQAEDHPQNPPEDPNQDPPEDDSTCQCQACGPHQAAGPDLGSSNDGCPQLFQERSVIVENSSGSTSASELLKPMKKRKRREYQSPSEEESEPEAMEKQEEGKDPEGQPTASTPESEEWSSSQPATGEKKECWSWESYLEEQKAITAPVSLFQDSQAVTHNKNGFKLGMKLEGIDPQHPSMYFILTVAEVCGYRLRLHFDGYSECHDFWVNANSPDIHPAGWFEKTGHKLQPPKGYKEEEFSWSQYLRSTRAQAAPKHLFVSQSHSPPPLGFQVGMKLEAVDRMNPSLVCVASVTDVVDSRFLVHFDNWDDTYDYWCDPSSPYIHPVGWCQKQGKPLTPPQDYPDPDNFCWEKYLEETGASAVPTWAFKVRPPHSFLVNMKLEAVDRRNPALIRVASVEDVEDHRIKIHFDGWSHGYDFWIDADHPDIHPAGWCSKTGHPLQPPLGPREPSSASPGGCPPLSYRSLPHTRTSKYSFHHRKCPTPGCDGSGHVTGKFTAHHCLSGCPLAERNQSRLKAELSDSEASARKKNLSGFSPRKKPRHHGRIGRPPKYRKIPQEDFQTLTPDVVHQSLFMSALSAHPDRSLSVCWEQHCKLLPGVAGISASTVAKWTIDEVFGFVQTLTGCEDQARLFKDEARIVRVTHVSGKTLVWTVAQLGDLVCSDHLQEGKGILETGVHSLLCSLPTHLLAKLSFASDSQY
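Read-out is AlphaScreen signal from streptavidin donor and nickel chelate acceptor beads (10 ug/mL final each) bridging L3MBTL1 (50 nM) and biotinylated K9-monomethylated H3(1-15) peptide (75 nM), after 30 min compound exposure at room temperature.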
RECQ1 helicase = inhibitors of human RECQ1 DNA helicase | Potency, µM (doses to about 57.3 µM), without a hit: at the highest dose activity, negative = inhibition, hits mostly inhibitors | P46063 | AID 2549 | 240,000 tested, 0.54% active | RECQ1 DNA unwinding, red fluorescence kinetic read;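 also: plate controls were vehicle for no effect and no enzyme for full effect; nearly all actives have a fitted effect of over 30% in size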
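50 nM RECQ1T1 preincubated 15 min with compound in Tris pH 8.0 buffer with MgCl2, DTT, Tween-20 and 2.5 ug/ml poly(dI-dC); started with 200 nM TAMRA/BHQ-2 forked duplex and 2 mM ATP. Unwinding read as fluorescence (525/598 nm), two reads 2 h apart.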
Tau ThT inhib = tau fibrillization inhibition (ThT binding). P10636. recombinant tau K18 P301L, heparin-induced fibrillization, ThT fluorescence. Potency, µM (doses to about 57.4 µM), for the others: top-dose activity, negative = inhibition, most hits filed as inhibitors. 270,000 tested, 2.1% active. AID 1460; also: % is scaled to controls: 0 for no effect and ±100 for the full control effect; nearly all actives have a fitted effect of over 55% in size
Target sequence (P10636 561-689 P618L limits assumed): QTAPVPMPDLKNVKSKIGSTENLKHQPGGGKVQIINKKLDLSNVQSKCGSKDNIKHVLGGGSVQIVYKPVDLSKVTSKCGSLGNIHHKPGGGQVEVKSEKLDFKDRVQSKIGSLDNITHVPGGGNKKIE
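Using a mix of unlabeled (15 uM) and Alexa 594-labeled (0.24 uM) tau K18 P301L, heparin-triggered fibrillization over 6 hr at 37 C was scored by ThT fluorescence.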
TexasRed fluor = counter-screen for TRb-SRC2 inhibitors: fluorescence interference; TRb/SRC2 Texas Red total fluorescence interference; Potency, µM (series often up to 106 µM), inactives show top-dose fluorescence change, negative = quenching; 280,000 tested, 0.29% active; AID 1479; active = well fitted curve in either direction with a large enough effect; inconclusive = small, poorly fitted or top-dose-only effect; also: % is scaled to controls: 0 for no effect and ±100 for the full control effect
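Human TRb ligand-binding domain at 0.6 uM with 20 nM Texas Red SRC2 peptide in Tris buffer containing 1 uM T3 and 5% DMSO, incubated with compound 5 h at ambient temperature. Total fluorescence (555/632 nm) calculated as parallel + 2 × perpendicular.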
TRb SRC2 PPI = disrupts binding of human TR beta to SRC2. 280,000 tested, 0.065% active. TRbeta-SRC2 peptide binding, fluorescence polarization; receptor liganded with 1 µM T3. AID 1469. P10828. Potency, µM (doses to about 106 µM), without a hit: top-dose activity change, negative = inhibition, usual class: inhibitors;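 also: plate controls were bound peptide for no effect and peptide without receptor for full effect; nearly all actives have a fitted effect of over 50% in size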
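Each compound concentration gave % activity, normalized to unbound and bound Texas Red SRC2 controls, from polarization read after 5 hr ambient incubation with T3-loaded human TRb LBD.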
Tau fibril FP = blocks human tau fibril formation measured by polarization; P10636; K18 P301L tau heparin fibrillization, Alexa594 FP, 6 h; Potency, µM (titrated, usually from 57.7 µM), for inactives: at the top dose activity, negative = inhibition, most hits filed as inhibitors; 280,000 tested, 0.39% active; also: % is scaled to controls: 0 for no effect and ±100 for the full control effect; nearly all actives have a fitted effect of over 55% in size
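Recombinant K18 P301L […], labeled with Alexa 594 at 0.24 uM over 15 uM unlabeled; heparin inducer 20 uM final; 37 C, 6 hr; FP endpoint.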
Tau fluor cs = counter-screen for tau fibril formation inhibitors. tau K18 P301L (four-repeat tau fragment) Alexa594 fluorescence, heparin fibrillization. Potency, µM (highest dose often 57.7 µM), for the others: top-dose activity change, negative = decrease. 280,000 tested, 0.93% active; also: % is scaled to controls: 0 for no effect and ±100 for the full control effect; nearly all actives have a fitted effect of over 55% in size
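Human K18 P301L tau (15 uM unlabeled plus 0.24 uM Alexa 594-labeled, final) in 100 mM sodium acetate pH 7 was mixed with compound and 20 uM heparin and incubated 6 hr at 37 C.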
HTT ATP protect = protects HTT-Q103 PC12 cells, measured by ATP; PC12 HTT-Q103 induced, cytoprotection, ATP luminescence, 40 h; Potency, µM (doses to about 56.4 µM), for the others: cytoprotection (ATP increase), usual class: activators; 230,000 tested, 0.14% active;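 also: % of control where 0% means no effect; nearly all actives have a fitted effect of over 45% in size; toxic huntingtin expression switched on by the ecdysone agonist tebufenozide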
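Compounds were screened for protection of PC12 cells against cell death after tebufenozide induction (100 nM final) of mutant Huntingtin exon 1 (Q103) fused to GFP.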
The depositor's hits bear a star; i = inactive; ? = inconclusive; · = no result given; [ ] = remark or other dose. Unless noted, calls follow the shape of the dose curve; as a rule, active = well fitted curve in the direction sought with a large enough effect; inconclusive = small, poorly fitted or top-dose-only effect, or another doubt; inactive = no such curve, though single readings can be large; an effect the other way counts as inactive or inconclusive. Potency is read from the fitted curve at half-maximal effect. Some of the compounds tested. The share of hits here may be higher or lower than overall.

1: C/C(=N\N=C(N)N)c1ccc(Cl)c(Cl)c1
2: Cc1ccc(-n2cc(CN3CCC(CO)(Cc4cccc(C(F)(F)F)c4)CC3)cn2)cc1
3: C/C(N)=C(/C#N)C(=O)COC(=O)CSc1ccc2ccccc2c1
4: Cc1ccccc1S(=O)(=O)/N=C(/Nc1c(C)n(C)n(-c2ccccc2)c1=O)c1ccccc1
5: CCOC(=O)c1ccccc1NS(=O)(=O)c1ccc(OC)cc1
6: CN1CC[n+]2c(CN3C(=O)c4ccccc4C3=O)csc21
Screen / compound no.,1,2,3,4,5,6
L3MBTL1 block,-1%,-10%,·,-16%,57%[activator],·
RECQ1 helicase,15%,-7%,-1%,-1%,-6%,-15%
Tau ThT inhib,-3%,-2%,-20%,-1%,-8%,-2%
TexasRed fluor,-1%,-2%,0%,1%,-3%,-4%
TRb SRC2 PPI,-3%,-1%,3%,-1%,-4%,0%
Tau fibril FP,-13%,4%,?,-9%,-6%,-3%
Tau fluor cs,-5%,-11%,?,-3%,-27%,-1%
HTT ATP protect,-33%,-5%[10 µM],8%,-28%,-2%[10 µM],-2%[0.074 µM]

7: CC(C)COc1ccc(C(=O)N2CCC(c3nc4ccccc4s3)CC2)cc1
8: Cc1ccc2c(c1)[nH]c1c(N3CCN(Cc4ccccc4)CC3)ncnc12
9: COc1cc2cc3c(N)c(C(=O)NCc4ccco4)sc3nc2cc1OC
10: Cc1cccc(NC(=O)CCNS(=O)(=O)c2ccc3c(c2)CCN3C(=O)C2CC2)c1
11: Cc1ccc(NC(=O)CSc2nc3n[nH]c(C)c3c(=N)n2-c2ccccc2C)cc1C
12: Cc1ccc(-n2c(-c3ccc(Br)cc3)nc3c(cnn3-c3ccccc3)c2=O)cc1
Screen / compound no.,7,8,9,10,11,12
L3MBTL1 block,·,36%[activator],-2%,·,·,·
RECQ1 helicase,·,-2%,?,·,·,·
Tau ThT inhib,?,-17%,14µM*,-3%,13%,?
TexasRed fluor,-23%,-6%,-28%,-4%,-2%,-17%
TRb SRC2 PPI,3%,0%,-7%,-3%,-13%,4%
Tau fibril FP,-1%,?,-5%,-7%,?,-3%
Tau fluor cs,-11%,?,?,-16%,-7%,-4%
HTT ATP protect,·,-85%[inhibitor][0.074 µM],-10%[10 µM],·,·,·

13: COc1ccc(-c2nnn(Cc3ccccc3F)n2)cc1
14: CCN(c1ccccc1)S(=O)(=O)c1ccc(OC)c(NC(=O)CNCC(C)O)c1 (configuration not stated)
15: CCC(=O)Nc1cccc2c1C(=O)N(C)C2=O
16: C=CCOc1c(OC)cc(Cl)cc1C1NC(=O)NC(C)=C1C(C)=O (configuration not stated)
17: Cc1ccc2c(CN3CCC(C)CC3)cc(=O)oc2c1
18: COc1cccc(CNC(=O)Cn2c(SCC(=O)Nc3ccc(C)c(C)c3)nc3ccccc32)c1
Screen / compound no.,13,14,15,16,17,18
L3MBTL1 block,28%,-11%,-22%,·,·,·
RECQ1 helicase,-8%,-2%,6%,i,-5%,·
Tau ThT inhib,-20%,2%,8%,-3%,-13%,13%
TexasRed fluor,2%,0%,-2%,1%,1%,0%
TRb SRC2 PPI,-2%,7%,4%,-2%,-3%,3%
Tau fibril FP,?,1%,?,-1%,2%,-4%
Tau fluor cs,-24%,3%,-2%,-3%,-7%,-18%
HTT ATP protect,5%[1.9 µM],-11%[10 µM],10%[10 µM],-2%,-24%,·

Some values from the entries so far.
Value for `CCC(=O)Nc1cccc2c1C(=O)N(C)C2=O` in TexasRed fluor: -2%
Value for `C/C(N)=C(/C#N)C(=O)COC(=O)CSc1ccc2ccccc2c1` in Tau ThT inhib: -20%
Value for `CCOC(=O)c1ccccc1NS(=O)(=O)c1ccc(OC)cc1` in Tau fibril FP: -6%

Going on with the list:
19: CC(=O)N(c1cccc(Cl)c1)c1nc(C)cc(C)c1C#N
20: COc1ccc(S(N)(=O)=O)cc1C(=O)NCCCN1CCN(c2ccc(C)cc2)CC1
21: C[N+]1(C)CCC[C@H]1C(=O)[O-]
22: Brc1cccc(-c2nnc3n2CCCCC3)c1
23: Cn1c[n+](C)cc1-c1ccc(/C(N)=N/O)cc1
24: CC(=O)Nc1nnc(SCc2cc(=O)c(OC(=O)c3ccccc3)co2)s1
Screen / compound no.,19,20,21,22,23,24
L3MBTL1 block,7%,-6%,·,·,31%[activator],·
RECQ1 helicase,10%,-4%,-16%,i,23%,i
Tau ThT inhib,-9%,-4%,·,-5%,1%,0%
TexasRed fluor,-1%,-2%,-1%,1%,-2%,-6%
TRb SRC2 PPI,-6%,-12%,4%,-7%,-9%,-7%
Tau fibril FP,0%,1%,·,4%,-4%,-2%
Tau fluor cs,-14%,-2%,·,8%,-4%,3%
HTT ATP protect,13%[10 µM],-14%,5%[40.3 µM],8%[0.074 µM],-6%[10 µM],-13%

25: CC(C)CC(=O)N1CCN(Cc2cccc([N+](=O)[O-])c2)CC1
26: Cc1cc(C)cc(NC(=O)C2CCN(S(=O)(=O)c3cccc4nonc34)CC2)c1
27: CSc1nc(-c2ccccc2)[nH]c(=S)c1C(C)=O
28: O=C(c1cc2ccccc2o1)N1CCN(c2ccccc2Cl)CC1
29: c1ccc(-c2ncnc3cc4n(c23)CCC4)cc1
30: CC(=O)Nc1ccc(S(=O)(=O)N(CCc2ccccc2)CC(=O)N/N=C/c2ccc(C(=O)O)cc2)cc1
Screen / compound no.,25,26,27,28,29,30
L3MBTL1 block,51%[activator],·,·,·,9%,2%
RECQ1 helicase,i,·,-13%,1%,2%,21%
Tau ThT inhib,2%,11%,?,-18%,-3%,-2%
TexasRed fluor,0%,1%,-1%,-1%,2%,2%
TRb SRC2 PPI,-3%,0%,0%,-13%,-7%,3%
Tau fibril FP,-5%,-11%,-4%,-3%,9%,-5%
Tau fluor cs,-7%,-10%,-15%,-5%,4%,-6%
HTT ATP protect,-8%[10 µM],·,-10%,-48%[inhibitor][10 µM],-2%[10 µM],-4%[10 µM]

31: C/C=C/Cn1c(N(C)Cc2ccccc2)nc2c1c(=O)[nH]c(=O)n2C
32: CC(=O)Nc1ccc(NC(=O)c2ccc(COc3ccc4c(C)cc(=O)oc4c3)cc2)cc1
33: CN1CCN(C(=O)CN(c2cccc(Cl)c2)S(=O)(=O)c2ccccc2)CC1
34: Cc1ccc(N)c(C(=O)CCCCC(=O)O)c1
35: CCOC(=O)c1[nH]c2ccc(F)cc2c1NC(=O)C(C)N1CCc2cc(OC)c(OC)cc2C1 (configuration not stated)
36: CCOc1ccc(-c2ccc(SCC(=O)Nc3nnc(C)s3)nn2)cc1
Screen / compound no.,31,32,33,34,35,36
L3MBTL1 block,?,6%,0%,6%,-5%,·
RECQ1 helicase,4%,-16%,-13%,0%,i,i
Tau ThT inhib,6%,?,1%,2%,-6%,?
TexasRed fluor,-1%,-1%,-3%,-2%,1%,-1%
TRb SRC2 PPI,8%,2%,-5%,-9%,-18%,1%
Tau fibril FP,0%,6%,-1%,-1%,-3%,-4%
Tau fluor cs,-2%,-16%,7%,10%,?,-8%
HTT ATP protect,4%,-4%[10 µM],7%[0.074 µM],0%[0.074 µM],-95%[inhibitor][0.074 µM],-5%

37: Cc1ccc(CN(Cc2ccco2)C(=O)c2ccc(Cl)cc2Cl)cc1
38: CCc1cccc(C)c1NC(=O)CSc1nc2ccncc2[nH]1
39: CCOC(=O)N1CCN(C(=O)c2cnn(-c3cccc(F)c3)c2-n2cccc2)CC1
40: COc1ccc(C(=O)ON=C2CCN(C)CC2)cc1
41: Cc1ccc(CSc2nc3sc(C)c(C)c3c(=O)n2Cc2ccco2)cc1
42: CC(=O)C1C(=O)CC(C)(O)C(C(C)=O)C1c1ccc(N(C)C)cc1 (configuration not stated)
Screen / compound no.,37,38,39,40,41,42
L3MBTL1 block,·,·,·,6%,-1%,·
RECQ1 helicase,·,·,·,-13%,-3%,2%
Tau ThT inhib,?,5%,7%,6%,-17%,-4%
TexasRed fluor,-21%,-1%,-1%,19%,-7%,1%
TRb SRC2 PPI,0%,-2%,7%,-1%,-6%,2%
Tau fibril FP,-7%,-5%,-2%,12%[2.34 µM],0%,-4%
Tau fluor cs,-30%,5%,0%,10%[2.34 µM],-5%,2%
HTT ATP protect,·,·,·,-16%[10 µM],-32%,-8%

Down the list, from the results shown:
Entries 37–42 in Tau fluor cs, in turn: -30%, 5%, 0%, 10%[2.34 µM], -5%, 2%
Entries 37–42 in TRb SRC2 PPI, in turn: 0%, -2%, 7%, -1%, -6%, 2%

Other structures:
43: Cc1ccc(NC(=O)CSc2nnc(C3CC3)n2N)cc1S(=O)(=O)N1CCOCC1
44: COc1ccc([N+](=O)[O-])cc1/C=N/NC(=O)c1nonc1N
45: COc1cccc(OCC(=O)NC2CC(=O)N(c3cccc(OC)c3)C2)c1 (configuration not stated)
46: CCN(c1ccccc1)S(=O)(=O)c1ccc(Cl)c(C(=O)O)c1
47: Cc1cccc(Nc2sc(C(=O)c3cc4cc(Cl)ccc4o3)c(N)c2C#N)c1
48: O=C(OCc1ccccc1)c1cn(-c2ccccc2)nc1-c1ccncc1
49: NS(=O)(=O)c1ccc(NC(=O)CN2CCCC2)cc1
50: CCOC(=O)c1ccn(-c2nc(-c3cccc(OC)c3)cc(C(F)(F)F)n2)n1
Screen / compound no.,43,44,45,46,47,48,49,50
L3MBTL1 block,·,-1%,·,11%,6%,-12%,-14%,·
RECQ1 helicase,-5%,-2%,·,-12%,-8%,-4%,-1%,·
Tau ThT inhib,3%,0%,-14%,-8%,-2%,-9%,1%,?
TexasRed fluor,0%,-3%,-1%,0%,-1%,-5%,-1%,0.0022µM*[quencher]
TRb SRC2 PPI,9%,1%,2%,0%,5%,2%,-8%,-10%
Tau fibril FP,6%,5%,-1%,3%,2%,-1%,-4%,14%
Tau fluor cs,-3%,-2%,-15%,-4%,-8%,-13%,-2%,-28%
HTT ATP protect,-39%,10%[10 µM],·,-19%[10 µM],-4%[10 µM],-12%,-10%,·

Screening data (PubChem)
